Screening data deposited in PubChem by several laboratories.
GPR55 LPI antagonism – GPR55 antagonists blocking LPI-driven arrestin recruitment, primary screen, imaging, U2OS, beta-arrestin-GFP, LPI agonist (AID 2013); 0.13% of 290,000 active; U2OS GPR55 beta-arrestin-GFP translocation imaging, LPI antagonism; higher % means a stronger effect; one-dose inhibition, % at 10 µM; IC50 in µM for titrated hits; G-protein coupled receptor 55 (Homo sapiens);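 active = spots per cell inhibited over 60%, with over 100 cells counted and total cytoplasm intensity under 500,000; inconclusive = wells with under 100 cells, flagged as likely toxic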;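 note: U2OS cells stably carrying GPR55 and arrestin-GFP stimulated by 5 µM LPI near EC80; imaged beta-arrestin-GFP aggregate spots per cell after agonist stimulation; plate controls were LPI-stimulated DMSO wells for no effect and DMSO wells without LPI for full effect; some results filed as inactive read as strong as hits; confirmed hits need IC50 under 10 µM and bright autofluorescent wells are also inconclusive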
KOR beta-arrestin-1 – KOR antagonists, beta-arrestin recruitment, cell-based, luminescence, uHTS (AID 1778) | inhibition, % at 10 µM, or IC50 in µM where a hit was titrated | KOR beta-arrestin recruitment, luminescence, antagonist mode; higher % means a stronger effect | 0.091% of 290,000 active; in the data active = inhibition above about 50%; note: strong numbers were not always called active
West Nile virus CPE – West Nile virus antiviral activity, cell-based, CPE readout (AID 1621). West Nile virus-infected cells, CPE inhibition; higher % means a stronger effect. CPE inhibition, % at 10 µM; hits with a dose series show IC50 in µM. 0.02% of 290,000 active; in the data active = a potency from the dose series; inconclusive = CPE inhibition mostly from about 3.7% at the one dose, without a potency; inactive = the rest, 99 in 100 with CPE inhibition below about 2.2%; note: strong numbers were not always called active
KOR beta-arrestin-2 – KOR agonists, beta-arrestin recruitment, primary screen, cell-based, luminescence, uHTS (AID 1777); Kappa-type opioid receptor (Homo sapiens); KOR beta-arrestin recruitment, luminescence; higher % means a stronger effect; one-dose activation, % at 10 µM; EC50 in µM for titrated hits; 0.02% of 280,000 active; in the data active = activation above about 50%, passing the limit was not always enough; note: a part of the inactive calls stands beside numbers as strong as those of hits
GPR35 arrestin U2OS – GPR35 antagonists blocking zaprinast-driven arrestin recruitment, primary screen, imaging, U2OS, beta-arrestin-GFP, zaprinast agonist (AID 2058); G-protein coupled receptor 35 (Homo sapiens); U2OS GPR35 beta-arrestin-GFP translocation imaging, zaprinast antagonism; higher % means a stronger effect; inhibition, % at 10 µM, or IC50 in µM where a hit was titrated; 0.052% of 290,000 active;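 active = inhibition of at least 50% with at least 30 cells and total cytoplasm GFP at most 10,000,000; inconclusive = under 30 cells or total GFP of 10,000,000 plus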
GPR55 activation – GPR55 agonists via beta-arrestin recruitment, primary screen, imaging, U2OS cells, beta-arrestin-GFP redistribution (AID 1961) | one-dose activation, % at 10 µM; EC50 in µM for titrated hits | 0.048% of 290,000 active | U2OS GPR55 beta-arrestin-GFP redistribution imaging; higher % means a stronger effect;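 active = activation above 40% with more than 50 cells counted in the well; inconclusive = wells holding fewer than 50 cells, flagged as toxic or sparse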;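 note: U2OS osteosarcoma cells stably expressing GPR55 and beta-arrestin-GFP; plate controls were DMSO negative control for no effect and LPI positive control for full effect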
T cell HTS – modulators of CD8 T cell-vesicle binding, primary screen, mouse 2C CD8+ T cells, flow cytometry. AID 2052, 2009. 0.068% of 330,000 active. calls only at 7 µM. 2C CD8+ T cell-vesicle binding; stronger effect = lower value;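 active = response, share of CD8 T cells binding vesicles, and their 90th percentile fluorescence all below set limits, cut at about 80% in these data, passing the limit was not always enough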
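System: murine 2C transgenic CD8+ T lymphocytes; also added: QL9-loaded Drosophila micro-vesicles; times: binding 1.5 h at 37 °C; measured by: flow cytometry, PE anti-B7-1 (FL2) versus Alexa647 anti-CD8 (FL8), PFA-fixed; control set: Peptide-free naked vesicles (low) and QL9 vesicles with 0.7% DMSO vehicle (high)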
NTR1 ag – agonists of NTR1, primary screen, imaging, U2OS cells, beta-arrestin-GFP, high content (AID 493036); Neurotensin receptor type 1 (Homo sapiens), P30989; NTR1-U2OS beta-arrestin-GFP spot imaging, agonist mode; 0.17% of 330,000 active; activation, % at 20 µM;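 active = activation at or above 40% of the spot to cytoplasm intensity ratio, with at least 20 cells analyzed; inconclusive = wells under 20 cells, flagged as cytotoxic or low count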;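 note: 0% = DMSO without peptide and 100% = 100 nM NTR1 peptide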
Target sequence (P30989 whole entry, looked up): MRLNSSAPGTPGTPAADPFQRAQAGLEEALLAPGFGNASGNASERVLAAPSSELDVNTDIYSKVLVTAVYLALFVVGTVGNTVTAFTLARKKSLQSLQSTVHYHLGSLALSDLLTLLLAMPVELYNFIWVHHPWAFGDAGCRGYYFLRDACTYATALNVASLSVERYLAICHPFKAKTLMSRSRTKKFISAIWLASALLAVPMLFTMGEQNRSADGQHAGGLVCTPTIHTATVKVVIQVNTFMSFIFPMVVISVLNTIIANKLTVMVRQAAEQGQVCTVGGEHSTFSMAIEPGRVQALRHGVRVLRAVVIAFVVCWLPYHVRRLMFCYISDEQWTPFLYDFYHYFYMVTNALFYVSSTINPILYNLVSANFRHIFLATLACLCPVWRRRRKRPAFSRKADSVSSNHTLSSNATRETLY
PhoP inhibition – inhibitors of PhoP regulon expression, primary screen, Salmonella Typhimurium, GFP reporter (AID 1863); S. Typhimurium PhoP-regulated promoter GFP reporter, 4 h; higher % means a stronger effect; inhibition, % at 50 µM, or IC50 in µM where a hit was titrated; 0.16% of 300,000 active;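 active = inhibition over 29.93%, a cutoff 3 SD above the screen mean, later confirmed by dose response; inconclusive = inhibition over 29.93% but no dose response follow-up; inactive = inhibition at most 29.93% or unconfirmed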;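 note: 0% = low Mg2+ inducing control and 100% = high Mg2+ repressing control; strong numbers were not always called active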
T cell HTS vesicle-bound % – also measured in T cell HTS; calls as there; double positive events, %; measured here: CD8+ vesicle-bound cell fraction;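 binding gate set so that unloaded-vesicle control wells show 10% double positive cells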
NTR1 ag cell count 20 µM – also measured in NTR1 ag; calls as there; cell count; measured here: cell count, cytotoxicity flag
An asterisk follows results filed as active; i = inactive; ? = inconclusive; . = no result given; [ ] = another dose, or the depositor's remark.

SMILES | GPR55 LPI antagonism | KOR beta-arrestin-1 | West Nile virus CPE | KOR beta-arrestin-2 | GPR35 arrestin U2OS | GPR55 activation | T cell HTS | T cell HTS vesicle-bound % | NTR1 ag | NTR1 ag cell count 20 µM | PhoP inhibition
COc1cccc(-c2c(C(=O)N/N=C(\C)c3ccco3)nnn2-c2nonc2N)c1 | -10.4% | -12.4% | -0.2% | -5.3% | -2.4% | 0.1% | i | 8.2 | 1.7 | 66 | -1.7%
Cc1ccc(-c2csc3nnc(SCC(=O)NCc4ccc5c(c4)OCO5)n23)cc1 | -2.5% | 12.0% | 0.4% | -2.1% | 5.5% | 0.1% | i | 14.6 | -0.8 | 90 | 24.5%
CCOC(=O)CNC(=O)c1cnn2cccnc12 | 3.9% | -4.3% | 0.5% | -5.4% | 4.6% | 0.1% | i | 34.0 | 0.0 | 41 | 10.5%
CCC(C)[C@H](NS(=O)(=O)c1ccc(C)cc1)C(=O)N1CCC(C(=O)N[C@H](C(=O)O)c2ccccc2)CC1 (stereo partly specified) | 2.1% | -4.9%[20 µM] | -0.5% | -3.2% | -15.4% | 0.2% | i | 2.1 | -0.7 | 85 | .
O=C(Cn1nnc(-c2cccc(C(F)(F)F)c2)n1)N1CCCCCC1 | -1.6% | 3.6% | . | -9.2% | 7.1% | -0.1% | i | 57.1 | 1.5 | 33 | 0.6%
O=S(=O)(/N=C(/c1ccc(F)cc1)N1CCCCC1)c1ccc(Cl)cc1 | -1.9% | 19.1% | -1.1% | -2.5% | -6.2% | 0.5% | i | 19.9 | -0.1 | 40 | -8.2%
CCOC(=O)c1ccc(NC(=O)CSc2nnc(CC)o2)cc1 | -14.4% | -22.0% | -0.7% | 6.6% | 1.5% | 0.0% | i | 43.8 | -0.2 | 70 | 1.9%
COc1ccc(N=C2SC(C(=O)N3CCN(c4ccccc4)CC3)CC(=O)N2C)cc1 (stereo unspecified) | 10.2% | -5.7% | -0.3% | -5.1% | 5.8% | 0.4% | i | 14.4 | 5.5 | 51 | -10.6%
CC(C)Oc1ccc(C2CC(=O)N(Nc3ccc([N+](=O)[O-])cc3[N+](=O)[O-])C2=O)cc1 (stereo unspecified) | 2.0% | 0.3% | 1.8% | -2.5% | -0.6% | -0.1% | i | 46.0 | 0.3 | 48 | -0.8%
O=C(CNC(=O)c1ccccc1F)N/N=C\C=C\c1ccccc1 | 4.2% | -4.8% | -0.3% | 1.5% | 21.2% | -0.2% | i | 65.1 | 0.5 | 57 | 2.5%
O=C(Cc1ccccc1)NCC(=O)N/N=C/c1ccc(C(=O)O)cc1 | -10.0% | -2.1% | 0.0% | 8.9% | -2.5% | 0.0% | i | 73.9 | 0.1 | 51 | -7.3%
CC(C)C(C(=O)N1CCOCC1)N1C(=O)c2ccccc2C1=O (stereo unspecified) | -10.7% | -72.2% | -0.4% | 1.8% | 6.5% | -0.2% | i | 19.3 | 1.3 | 49 | -2.8%
CN(c1ccccc1C(=O)Nc1cccc(Cl)c1Cl)S(C)(=O)=O | -0.5% | 6.1% | -1.0% | 0.6% | 0.5% | -0.1% | i | 42.4 | 1.8 | 88 | 5.1%
CC(=O)N1Cc2ccccc2CC1C(=O)O (stereo unspecified) | 5.5% | -15.4% | 0.6% | 6.7% | -6.9% | 0.8% | i | 43.5 | -0.8 | 65 | -13.7%
COCCn1c(SCC(=O)Nc2cc(C)on2)nnc1-c1ccccc1 | 8.3% | 2.0% | -0.3% | -2.0% | -0.9% | 0.7% | i | 23.7 | -0.8 | 44 | 3.1%
CCc1ccc(NC2=NC(C(=O)c3ccccc3)CC(=O)N2)cc1 (stereo unspecified) | 4.2% | 10.4% | -0.2% | -1.8% | -25.7% | 0.5% | i | 36.5 | -0.9 | 74 | -6.5%
COc1ccccc1OCc1ccc(C(=O)NCCN(C)C)o1 | -7.3% | -5.8% | -0.2% | 2.0% | -9.0% | -0.1% | i | 42.5 | 2.8 | 54 | -1.3%
O=C1/C(=C2/NCCN2C2CC(=O)N(c3ccccc3)C2=O)CC/C1=C\c1ccccc1 (stereo unspecified) | -0.6% | -22.8% | -0.1% | 2.1% | -3.5% | 0.1% | i | 57.6 | 0.5 | 85 | -6.9%
CC(=O)n1cc([C@@H]2C=C(C(=O)N3CCN(Cc4ccc5c(c4)OCO5)CC3)O[C@H](OCc3ccc(CO)cc3)C2)c2ccccc21 | 6.6% | 3.2% | 0.3% | . | 9.2% | -0.2% | . | . | 0.6 | 38 | 2.9%
CC(=O)c1c(OC(=O)c2ccco2)c2ccccc2n1C | -7.1% | -1.3% | . | 0.3% | 5.9% | -0.1% | i | 45.8 | -0.8 | 35 | 2.5%
COc1cc(NC(=O)CN2CCN(c3ccccc3F)CC2)c(C)cc1[N+](=O)[O-] | 2.7% | 11.6% | -0.3% | 8.8% | -7.1% | 0.3% | i | 34.4 | 1.7 | 96 | -0.9%
Cc1ccc(OCC(=O)c2cc(C)n(C3CC3)c2C)c([N+](=O)[O-])n1 | 5.3% | -0.2% | ? | -1.8% | 6.1% | -0.1% | i | 52.2 | 0.4 | 72 | -2.1%
COC(=O)c1ccc2c(=O)n(Cc3ccco3)c(SCC(=O)Nc3ccc(C)c(Cl)c3)nc2c1 | 0.8% | -0.5% | 2.0% | -0.6% | -1.3% | -0.2% | i | 18.7 | 0.7 | 86 | -14.6%
CSc1ccccc1C(=O)Nc1ccccc1C(=O)NC(C)C | -7.4% | 13.9%[20 µM] | -0.4% | -0.5% | -0.4% | 0.2% | i | 23.9 | 0.2 | 46 | -10.2%
Nc1nc(-c2ccco2)nn1C(=O)c1ccc(F)cc1 | 9.0% | -10.7% | 0.6% | -7.1% | 4.9% | 0.1% | . | . | . | . | 3.8%
COC(=O)c1ccc(Cn2nnc3ccccc3c2=O)o1 | 14.3% | 17.7% | -0.3% | 0.4% | 4.3% | -0.2% | i | 40.3 | -0.3 | 49 | 8.8%
CCCC(=O)Nc1cccc(-c2nc3cc(C)c(C)cc3o2)c1 | 0.5% | -2.5% | 0.7% | -5.5% | 2.4% | 0.8% | i | 40.2 | 12.9 | 49 | 0.7%
O=C1Nc2ccc(Br)cc2/C1=N/N=C/C1=C(N2CCOCC2)C(=C\c2ccccc2)/CC1 | 11.4% | -27.4% | -0.4% | -3.9% | -5.5% | 0.3% | i | 39.5 | 5.6 | 77 | 10.5%
Cc1ccc(-n2nc(C(N)=O)nc2-c2ccccc2)cc1 | -15.0% | 12.6% | -0.3% | -0.9% | 13.4% | -0.1% | i | 16.1 | 1.3 | 73 | 3.3%
COc1ccccc1/C=N/NC(=Nc1ccc(C)cc1)c1nc2ccccc2s1 | -0.8% | 8.7% | . | 3.9% | -2.5% | 0.0% | i | 20.2 | 4.3 | 65 | -6.1%
CCc1ccc(N2CC(C(=O)Nc3ccccc3F)CC2=O)cc1 (stereo unspecified) | 5.1% | 9.7% | -0.2% | 0.0% | -11.7% | -0.3% | i | 4.5 | 0.6 | 44 | 4.4%
CCCn1cnc2c(N)c(C)c(C)cc21 | 13.8% | 4.9% | 1.3% | -3.9% | 13.7% | 0.0% | i | 50.3 | 1.0 | 84 | -2.4%
CCOC(=O)C1=C(COC(=O)/C=C/c2cccc(OC)c2)NC(=O)NC1C (stereo unspecified) | -12.2% | -20.8% | -0.3% | 0.4% | 3.7% | 0.0% | i | 3.9 | 0.4 | 52 | 2.4%
CCN1CCN(CCCNC(=O)c2ccc3c(c2)N(Cc2ccc(C)cc2)CCS3)CC1 | 12.1% | 10.8% | 1.7% | -2.2% | 1.2% | -0.2% | i | 6.4 | 0.7 | 59 | 1.3%
O=C(CCCCCNC(=O)N1CCn2c1nc1ccccc12)NCc1ccc(Cl)cc1 | 5.5% | . | -0.6% | . | 17.6% | 0.1% | i | 8.6 | 2.1 | 55 | -6.3%
CC(=O)NCCc1nc2ccccc2n1CCOc1ccc(C)cc1 | 6.0% | 6.1% | -0.3% | 2.8% | -5.1% | 0.0% | i | 40.2 | -1.3 | 45 | -3.1%
Cc1cc(NC(=O)CN2CCC(C)CC2)no1 | 6.6% | 1.0% | -0.1% | -3.1% | -6.7% | -0.2% | i | 33.5 | 0.7 | 47 | -5.3%
O=C(O)/C=C/c1ccc(OCc2cccc(F)c2)cc1 | 11.5% | -18.7% | 0.9% | -1.5% | 9.4% | -0.2% | i | 22.2 | -0.7 | 25 | -11.6%
Cc1ccc(-c2ccc(S(=O)(=O)NCC3CCCO3)cc2)cc1 (stereo unspecified) | 1.7% | 2.8%[20 µM] | -1.7% | -2.9% | 3.9% | -0.1% | i | 7.2 | 1.5 | 60 | .
O=C(COC(=O)c1cc2c(s1)CCCC2)NCc1ccccc1Cl | 12.3% | -0.4% | -0.6% | -2.0% | -6.7% | -0.1% | i | 24.2 | 7.3 | 106 | -2.6%
CN(C)CCNC(=O)c1cccc(S(=O)(=O)Nc2ccccc2F)c1 | 11.2% | 5.1% | 0.8% | -3.7% | 18.4% | -0.4% | i | 17.0 | -0.3 | 47 | 0.8%
COc1cc(OC)c(C2C(C#N)=C(N)OC3=C2C(=O)CC(C)(C)C3)cc1OC (stereo unspecified) | -6.4% | -48.1% | 0.2% | 0.0% | -1.5% | -0.4% | i | 37.4 | -2.1 | 54 | -6.2%
